Smad3 FoxH1 inh – Smad3 (human) transcription factor binding inhibition | P84022 | TR-FRET Smad3/Dy647-FoxH1 peptide binding, europium anti-His | inhibition, % at 25 µM | hit rate 0.29% among 88,000;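 active = compounds that reduce the energy-transfer binding signal between the protein and its labelled peptide by more than half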;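 also: 0% = Smad3 plus labelled peptide maximal FRET and 100% = peptide-only background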
Target sequence (P84022 whole entry, looked up): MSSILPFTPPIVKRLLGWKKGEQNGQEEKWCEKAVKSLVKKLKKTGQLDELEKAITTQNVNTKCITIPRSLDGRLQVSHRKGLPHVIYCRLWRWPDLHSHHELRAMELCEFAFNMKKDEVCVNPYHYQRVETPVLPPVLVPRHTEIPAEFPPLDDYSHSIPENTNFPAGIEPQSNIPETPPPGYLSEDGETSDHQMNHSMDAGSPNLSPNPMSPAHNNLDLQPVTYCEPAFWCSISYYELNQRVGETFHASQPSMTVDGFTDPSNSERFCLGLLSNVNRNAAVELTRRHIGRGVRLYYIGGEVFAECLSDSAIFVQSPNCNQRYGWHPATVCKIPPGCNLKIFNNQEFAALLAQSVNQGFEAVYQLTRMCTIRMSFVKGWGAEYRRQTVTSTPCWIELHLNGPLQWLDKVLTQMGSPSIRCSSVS
hDAT+cocaine – changed human dopamine transporter uptake under cocaine IC80; AID 449768; LLC-PK1 hDAT cells, [14C]-dopamine uptake with cocaine IC80; actives deviate in either direction; B-score at 10 µM; hit rate 1.3% among 110,000;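 active = Z score or B-score, a plate-position-corrected score, falls beyond the plate's 99.7% confidence bounds, in either direction; inactive = both scores lie inside the 99.7% bounds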;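 also: scored against the spread of the other compound wells on the same plate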
Target sequence (Q01959 whole entry, looked up): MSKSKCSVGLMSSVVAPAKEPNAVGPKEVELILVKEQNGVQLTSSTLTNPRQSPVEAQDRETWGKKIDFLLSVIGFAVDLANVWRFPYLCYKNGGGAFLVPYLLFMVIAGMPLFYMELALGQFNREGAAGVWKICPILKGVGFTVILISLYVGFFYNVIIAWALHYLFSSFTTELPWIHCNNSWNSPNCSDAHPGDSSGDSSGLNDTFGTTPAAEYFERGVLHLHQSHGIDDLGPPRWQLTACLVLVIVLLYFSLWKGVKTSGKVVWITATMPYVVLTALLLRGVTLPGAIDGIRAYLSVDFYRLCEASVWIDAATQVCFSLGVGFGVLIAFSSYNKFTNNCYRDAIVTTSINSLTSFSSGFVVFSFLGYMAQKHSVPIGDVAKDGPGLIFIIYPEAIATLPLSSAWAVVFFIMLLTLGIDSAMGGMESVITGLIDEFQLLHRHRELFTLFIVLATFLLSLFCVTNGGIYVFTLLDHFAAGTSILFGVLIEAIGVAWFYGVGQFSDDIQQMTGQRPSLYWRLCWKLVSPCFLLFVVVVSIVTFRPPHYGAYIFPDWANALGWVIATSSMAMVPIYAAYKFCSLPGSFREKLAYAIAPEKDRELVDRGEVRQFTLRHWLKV
LYP inh 2 – blocks human PTPN22 phosphatase activity. recombinant LYP catalytic domain, DiFMUP fluorescence. inhibition, % at 2 µM. hit rate 0.21% among 96,000;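 active = inhibition at 2 µM at or above a set limit, the screen mean plus 3 SD, cut at about 24% in these data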;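 also: 0% = DMSO with enzyme and 100% = enzyme fully blocked by orthovanadate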
Candida biofilm – kills Candida albicans biofilms; C. albicans biofilm + clotrimazole, Alamar Blue; inhibition, % at 6 µM; hit rate 0.14% among 85,000; AID 834;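 active = inhibition above 20%; inactive = inhibition below 20%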;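 also: preformed 24 hr biofilms exposed to compound for 48 hr; 0% = biofilm without compound and 100% = blank killed by clotrimazole plus chlorhexidine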
VCAM1 TNFa inh – reduces TNF alpha induced VCAM1 expression in HUVEC; HUVEC TNFa-induced VCAM-1 immunofluorescence, high-content imaging; inhibition, % at 2 µM; hit rate 0.48% among 95,000;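 active = inhibition above the batch mean plus 3 SD, with images confirmed as a hit by eye, cut at about 37% in these data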;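 also: 0% = TNF-stimulated DMSO wells and 100% = unstimulated control wells; not every result past the cut was called active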
F-actin modifier – modifiers of cytoskeleton assembly; inhibition, % at 2 µM; HUVEC TNFa F-actin phalloidin imaging, high content; hit rate 0.18% among 91,000;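 active = inhibition above the batch mean plus 3 SD and confirmed as a hit by visual image inspection, cut at about 30% in these data, passing the limit was not always enough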; also: strong numbers were not always called active
HUVEC tox TNFa – toxic to HUVEC cells under TNF alpha stimulation. HUVEC TNFalpha-stimulated, Hoechst cell count, imaging. cell count reduction, % at 2 µM. hit rate 0.17% among 93,000. AID 848;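 active = cell count reduction exceeding the screen mean by over 5 SD, scaled to untreated wells per plate, cut at about 78% in these data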;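 also: cells counted after 24 h of TNF alpha exposure following the 1 h pretreatment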
IL1B cytotox – HUVEC cytotoxicity counter-screen, IL-1B stimulated | HUVEC cell count loss, Hoechst imaging | cell count reduction, % at 2 µM | hit rate 0.41% among 94,000;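 active = cell count reduction more than 3 SD above the screen-wide mean, cut at about 70% in these data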;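 also: normalized per plate to untreated control cells as the no-loss baseline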
MT1-MMP txn act – activates MT1-MMP transcription | HT1080 MT1-MMP promoter luciferase reporter, luminescence, overnight; stronger effect = higher value | activation factor at 10 µM | hit rate 0.16% among 86,000 | AID 750;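 active = activation factor of at least 2 for MT1-MMP transcription at 10 µM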
Numbers without * were called inactive; x = not tested or not shown; [ ] = dose if it differs, or a comment. A portion of the library; rates above refer to the full screens.

SMILES | Smad3 FoxH1 inh | hDAT+cocaine | LYP inh 2 | Candida biofilm | VCAM1 TNFa inh | F-actin modifier | HUVEC tox TNFa | IL1B cytotox | MT1-MMP txn act
Cc1nc2cc(C(F)(F)F)ccc2n1C1CCN(CC(=O)NC(C)(C)C)CC1 | 0 | 0.67 | -9 | 1 | -15 | -14 | -2 | 2 | 1
Cc1ccccc1NC(=O)Cc1nnc(SCC(=O)c2ccc(Br)cc2)n1C | 1 | -0.12 | 9 | 6 | -4 | 4 | -10 | 13 | x
CCOc1ccc2[nH]c(=O)c(CN(CCOC)C(=O)N3CCOCC3)cc2c1 | 4 | -0.063 | -8 | -2 | -6 | 22 | -36 | -24 | 1.2
CCOC(=O)c1[nH]c(C)c(/C(O)=C2\C(=O)C(=O)N(CCN3CCOCC3)C2c2cccs2)c1C (stereo unspecified) | -2 | -0.036 | 0 | 1 | 10 | 23 | -26 | 6 | 1.1
CC(C)Cn1c(-c2cccs2)nc2nc3ccccc3nc21 | -11 | 0.44 | -2 | -2 | 13 | -17 | -14 | -16 | 1
Cc1cc(C)n2nc(C(=O)Nc3ccc(S(=O)(=O)N4CCCCC4)cc3)nc2n1 | 0 | -1 | -12 | 4 | 35 | -6 | 2 | 2 | 1.2
Cc1ccc(C(C)C)c(OCCN)c1 | 4 | -1.3 | -1 | 7 | -9 | 27 | -24 | 12 | 1.1
Cc1c(C(=O)NCc2ccc3c(c2)OCO3)oc2ccc(S(=O)(=O)N3CCCC3)cc12 | -1 | 0.58 | x | 6 | x | x | x | x | 1.1
Cc1cc(OCCOCCN2CCCC2)ccc1C(C)C | 6 | -0.39 | -3 | 8 | 16 | -46 | -6 | -28 | 1
COc1ccc(C2(C(=O)Nc3ccc(C(=O)N4CCOCC4)cc3)CCOCC2)cc1 | -8 | -1.6 | 7 | -2 | 3 | 20 | -23 | -3 | 1.1
CCC(=O)N1CCc2cc(S(=O)(=O)N3CCN(c4ccccn4)CC3)ccc21 | 5 | -1.6 | -3 | 6 | 7 | 1 | -22 | -3 | x
O=C(NCc1ccc2c(c1)OCO2)c1ccc(CN2CCOCC2)cc1 | -4 | -0.51 | -9 | 7 | -2 | -22 | -23 | 5 | 1.1
Cc1ccc(-n2nnnc2-c2ccco2)cc1 | 26[fluorescence artefact?] | 0.05 | -5 | 14 | -2 | -19 | -17 | -8 | 1.2
COC(=O)c1sccc1NC(=O)Nc1cccc(Cl)c1Cl | x | -0.3 | -7 | x | -10 | 14 | -37 | 18 | x
Cc1ccc2c(c1)-c1cc(C)nn1C(c1sccc1C)N2 (stereo unspecified) | 2 | -0.086 | 0 | 2 | x | x | x | x | 1.2
CCCCOC(=O)c1ccc(NC(=O)c2ocnc2C)cc1 | -2 | 1.7 | -4 | 7 | -8 | -7 | -50 | -40 | 1.2
O=C(c1ccc(C(=O)N2CCOCC2)nc1)N1CCOCC1 | -5 | 0.85 | -6 | -2 | 3 | -5 | -9 | 13 | 1
Cc1ccc(NC(=O)CSCC#N)cc1 | 12 | 1.1 | -4 | 11 | 17 | -5 | -17 | -51 | x
CC(=O)N(C(C)=O)C1=C(C#N)C2(CCCCC2)Cc2ccccc21 | 18[fluorescence artefact?] | 0.03 | -11 | 9 | 7 | 12 | -13 | -15 | 1.1
O/N=C(\c1ccc2c(c1)OCCO2)C1CCCCC1 | 0 | 1.5 | -6 | 6 | 7 | -7 | 6 | -27 | 1
COc1cccc(C2c3c(oc4ccccc4c3=O)C(=O)N2CCCN(C)C)c1OC (stereo unspecified) | 4 | -0.23 | 14 | 2 | 5 | x | -12 | -15 | 1.2
O=C(OCC(=O)N1CCCCCC1)c1n[nH]c(=O)c2ccccc12 | 8 | 0.24 | x | 6 | x | x | x | x | 1.2
Cc1ccc(NC(=S)NCCc2ccc(S(N)(=O)=O)cc2)c(C)c1 | x | 0.5 | 4 | x | 2 | 6 | 3 | 6 | x
COc1ccccc1CCNC(=O)C1CCCO1 (stereo unspecified) | 0 | -1.7 | 6 | 3 | x | x | x | -20 | 1.2
CCCP(=O)(CC(=O)O)c1ccccc1 (stereo unspecified) | 11[fluorescence artefact?] | 0.57 | x | 10 | x | x | x | x | 1.1
COC(=O)C1=C(C)NC2=C(C(=O)CC(C)(C)C2)C1c1cn(Cc2ccc(Br)cc2)nc1-c1ccccc1 (stereo unspecified) | x | 0.82 | 12 | x | -7 | 11 | 10 | 31 | x
CC1(C)CC(=O)N(CC(=O)NC2CCCC2)c2ccccc2S1(=O)=O | -12 | 0.7 | -15 | -3 | -1 | -5 | -19 | 0 | 1
Cc1ccc(CCNC(=O)CN(C)S(=O)(=O)c2ccc3c(c2)c(=O)n(C)c(=O)n3C)cc1 | 11 | 0.054 | 5 | 10 | 10 | -2 | -4 | 6 | x
Cc1cc(-n2ccc(=O)[nH]c2=O)nc(-c2ccccc2)n1 | -7 | -0.15 | -8 | 9 | -5 | -3 | -11 | -7 | 1.1
CC(C)OC(=O)C1C(=O)CC(C)(O)C(C(=O)OC(C)C)C1c1ccc(F)cc1 (stereo unspecified) | 9 | -0.49 | 3 | -1 | 7 | -11 | -8 | 2 | 1
COc1ccc(/C=C2\N=C(SC)N(C)C2=O)cc1 | x | 0.23 | -2 | x | 8 | 22 | 6 | 6 | x
COc1ccc(CN(CC(=O)NCc2ccco2)C(=O)CCC(=O)Nc2nccs2)cc1 | -2 | -0.24 | -6 | 5 | -6 | 0 | -28 | -33 | 1.1
Cc1ccc(C)c(S(=O)(=O)NCC(=O)Nc2sc3c(c2C(N)=O)CCC(C)C3)c1 (stereo unspecified) | x | 1.5 | 7 | x | -1 | 16 | -24 | 8 | x
Nc1c(C(=O)c2ccc(Br)s2)oc2ccccc12 | 16[fluorescence artefact?] | x | -10 | 4 | 20 | 20 | -24 | -32 | 1.8
O=C(CSc1ccc(Cl)cc1)Nc1cccc(NC(=O)c2ccco2)c1 | x | -0.037 | -3 | x | 10 | 3 | 0 | -17 | x
COC(=O)c1cc(C(=O)OC)n(Cc2ccc(Cl)cc2Cl)n1 | -11 | -1.5 | 3 | -5 | 6 | 10 | -10 | -26 | 1.1
CC(Cc1cccs1)NC(=O)Nc1cccc(Cl)c1 (stereo unspecified) | 8[fluorescence artefact?] | x | -15 | 11 | 18 | x | -3 | -7 | 1.5
S=c1[nH]nc(-c2ccccc2Cl)n1CC1CCCO1 (stereo unspecified) | 6 | 1.2 | 8 | 6 | 8 | -11 | -6 | 70* | 1.3
O=C(c1ccc(CNS(=O)(=O)c2ccccc2)cc1)N1CCN(Cc2ccccc2)CC1 | -3 | 1.2 | -4 | 4 | -10 | x | -24 | -4 | 1
O=C(Cn1cnc2c(nnn2Cc2ccccc2F)c1=O)N1CCN(c2ccccc2)CC1 | 3 | -0.85 | 5 | 6 | -1 | -9 | -33 | -15 | 1.2
CC(C(=O)N1CCCCC1)N1C(=O)c2ccccc2C1=O (stereo unspecified) | 8 | -0.54 | -1 | 1 | -6 | -2 | -19 | -2 | 1
CCOC(=O)C1CCN(C(c2cccs2)c2sc3nc(C)nn3c2O)CC1 (stereo unspecified) | -7 | 0.47 | x | -10 | x | x | x | x | 1.1
CCC(=O)N1CCc2cc(S(=O)(=O)CCC(=O)O)ccc21 | 7 | -0.078 | 4 | 5 | -2 | 12 | -2 | 17 | 1.1
CC(C)(/C=N/O)/[N+]([O-])=C/C=[N+](\[O-])C(C)(C)/C=N/O | 4 | -0.88 | 8 | 3 | -18 | 6 | -7 | 6 | 1.1
COc1ccc(C(=O)N(CC2CCCO2)C(C(=O)NC2CCCC2)c2ccc(Cl)cc2)cc1OC (stereo unspecified) | x | -0.47 | 4 | x | 6 | 20 | -8 | 12 | x
Cc1nc(N2CCN(Cc3ccccc3)CC2)[nH]c(=O)c1C | 3 | x | -8 | -1 | 1 | -65 | 2 | -32 | 1
COc1ccc(CC(=O)NC(C)(C)CC(C)=O)cc1OC | -10 | 0.86 | 9 | -2 | 1 | 21 | 0 | -9 | 1
O=S(=O)(NCC(c1cccnc1)N1CCN(c2ccccc2F)CC1)c1cccs1 (stereo unspecified) | -2 | -0.084 | -8 | 9 | 10 | 3 | -42 | 1 | x

At a glance, part of the list above:
SMILES | Smad3 FoxH1 inh | hDAT+cocaine | LYP inh 2 | Candida biofilm | VCAM1 TNFa inh | F-actin modifier | HUVEC tox TNFa | IL1B cytotox | MT1-MMP txn act
Cc1nc2cc(C(F)(F)F)ccc2n1C1CCN(CC(=O)NC(C)(C)C)CC1 | 0 | 0.67 | -9 | 1 | -15 | -14 | -2 | 2 | 1
Cc1ccccc1NC(=O)Cc1nnc(SCC(=O)c2ccc(Br)cc2)n1C | 1 | -0.12 | 9 | 6 | -4 | 4 | -10 | 13 | x

Next part:
SMILES | Smad3 FoxH1 inh | hDAT+cocaine | LYP inh 2 | Candida biofilm | VCAM1 TNFa inh | F-actin modifier | HUVEC tox TNFa | IL1B cytotox | MT1-MMP txn act
CN1C(=O)N(c2cccc3ccccc23)C(n2cncn2)C1(C)C (stereo unspecified) | 1 | 0.017 | -4 | 12 | 12 | -3 | -19 | -49 | 1.1
O=C(CSc1c[nH]c2ccccc12)NCC1CCCO1 (stereo unspecified) | -9 | -0.18 | -2 | -1 | 3 | 13 | -36 | -4 | x
O=[N+]([O-])c1ccc(NNC(=S)Nc2ccc(F)cc2)cc1 | -2 | -1.2 | -10 | 7 | -36 | 14 | -8 | -9 | x
CC(=O)Nc1ccc2[nH]c(C)cc(=O)c2c1 | 3 | 0.13 | -1 | 0 | 8 | 8 | -31 | x | x
O=C(NCCC1=CCCCC1)C1CCN(S(=O)(=O)N2CCOCC2)CC1 | 7 | 0.12 | -2 | 3 | -3 | 22 | -26 | -12 | 1.1
COc1ccccc1N(C(=O)c1snc(C(N)=O)c1N)C(C(=O)NC1CCCC1)c1ccco1 (stereo unspecified) | 8 | 1.4 | -4 | 9 | 0 | -4 | -7 | -5 | 1.2
CCOC(=O)C1CCN(C(=O)c2sc3nc(-c4ccc(F)cc4)cn3c2C)CC1 | -2 | x | -1 | 5 | -13 | -10 | -13 | -14 | 1.2
Cc1ccc(-n2ncc3c(=O)n(CC(=O)NC4CCCC4)cnc32)cc1C | -7 | -0.87 | 8 | 0 | -2 | 38 | -38 | 10 | 1.3
CCCCn1c(=O)[nH]c(=O)c2c1nc(-c1ccc(C#N)cc1)n2C1CCCC1 | -3 | -0.0016 | 6 | 0 | -5 | 7 | 6 | -18 | 1.1
Cc1noc(/C=C/N(C)C)c1S(=O)(=O)N1CCCC(C(=O)N2CCCCC2)C1 (stereo unspecified) | 12 | 0.28 | 7 | 16 | 12 | 0 | -22 | -2 | 1.1
CCCCCCc1cc2cc(C(N)=O)c(=N)oc2cc1O | 4 | -0.066 | -3 | 3 | 3 | x | -8 | -15 | 1.1
CCC1(C)N(O)C(C)(C)C(c2ccc(F)cc2)=[N+]1[O-] (stereo unspecified) | 19[fluorescence artefact?] | -0.06 | -5 | 5 | -11 | -5 | 6 | 3 | 1.1
COc1ccc(NC(=O)CSc2nnc(-c3ccncc3)n2CC2CCCO2)c(OC)c1 (stereo unspecified) | 9 | 0.056 | -17 | 1 | -20 | 0 | -7 | -21 | 1.1
CCOCCCn1c(=O)c(NC(=O)c2ccc(OCC)cc2)c2n(c1=S)CCCCC2 | x | 1.3 | -18 | x | 3 | -2 | -9 | -11 | x
CC(C)OC(=O)CCC1(C(=O)O)CCC(=O)NC1 (stereo unspecified) | x | 0.21 | -3 | x | 1 | 5 | -15 | -7 | 1
O=C(O)C1C2CCC(O2)C1C(=O)NCc1ccncc1 (stereo unspecified) | -11 | -0.81 | 3 | 6 | -1 | -3 | -4 | -59 | 1
Cc1ccc(CN2CCN(/N=C/c3cc([N+](=O)[O-])ccc3Cl)CC2)cc1 | 6 | 0.4 | -4 | 6 | -11 | 3 | -6 | 17 | x
O=C(COc1ccccc1)NCc1ccc2c(c1)OCO2 | 7[fluorescence artefact?] | -0.48 | -2 | 9 | 8 | -5 | -36 | -14 | 1.2

Bioassay records from PubChem BioAssay.
